Bioassay records from PubChem BioAssay.
VP16 counter: inhibits Gal4-VP16 luciferase reporter, ROR gamma counter-screen | Drosophila S2 Gal4-VP16 UAS-luciferase, luminescence, 20 h | Potency, µM (highest dose often 53.6 µM), inactives show top-dose activity, negative = inhibition, hits mostly inhibitors | 3.5% of 310,000 active;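 further: Gal4-VP16 expression switched on by copper sulfate through the metallothionein promoter; potency means the concentration at half of the fitted maximal effect; on the % scale 0 is the no-effect control and ±100 the full control effect; nearly all actives have a fitted effect of over 50% in size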
FLuc modulator: inhibits or activates purified firefly luciferase, miR-21 counter-screen; P08659; purified FLuc, Km substrates, luminescence inhibition; Potency, µM (titrated, usually from 57.5 µM), for the others: at the top dose activity change, negative = inhibition, usual class: inhibitors; 6.9% of 360,000 active; AID 588342;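 further: potency means the concentration at half of the fitted maximal effect; plate controls were vehicle for no effect and reference inhibitor for full effect; nearly all actives have a fitted effect of over 55% in size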
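Biochemical qHTS of compounds, final roughly 60 µM downward over six points, against 10 nM purified firefly luciferase using Km concentrations of substrates (10 uM D-luciferin, 10 uM ATP) in Tris acetate pH 7.5 buffer; luminescence output.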
MBNL1-CUG inh: MBNL1-poly(CUG) RNA binding inhibition. Q9NR56. TR-FRET MBNL1-His/biotin-(CUG)12 binding, 665/545 ratio. Potency, µM (series often up to 57.5 µM), without a hit: top-dose activity change, negative = inhibition, usual class: inhibitors. 0.036% of 280,000 active. AID 2675; active means well fitted inhibition curve with a large enough effect in the signal ratio, with a control signal flat, not every such curve was filed as active; inconclusive means small, poorly fitted or top-dose-only effect, or effect the other way, or a change in a side signal; inactive means no such curve, though single readings can be large or run the other way; the % refers to the signal ratio; further: potency means the concentration at half of the fitted maximal effect; on the % scale 0 is the no-effect control and ±100 the full control effect
Target sequence (Q9NR56 whole entry, looked up): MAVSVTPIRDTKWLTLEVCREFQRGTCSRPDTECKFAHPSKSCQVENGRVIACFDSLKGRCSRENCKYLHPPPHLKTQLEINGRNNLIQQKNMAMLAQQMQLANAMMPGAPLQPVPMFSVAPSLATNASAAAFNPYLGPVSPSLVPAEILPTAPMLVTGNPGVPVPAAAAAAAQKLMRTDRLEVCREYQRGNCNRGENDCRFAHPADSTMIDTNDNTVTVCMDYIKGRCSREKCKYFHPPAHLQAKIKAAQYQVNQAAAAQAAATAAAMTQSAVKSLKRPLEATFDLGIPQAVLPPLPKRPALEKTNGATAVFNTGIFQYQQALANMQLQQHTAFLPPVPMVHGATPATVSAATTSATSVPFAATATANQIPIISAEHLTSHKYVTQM
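MBNL1-His + Biotin-(CUG)12, cpd titration 92 nM–58 uM; Tb anti-His Ab 0.055 ng/ul, SA-XL665 5 nM (final); 60 min RT; ratiometric 665/545 nm, Ex 340 nm; normalized to buffer and full-complex controls.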
Menin-MLL TR inh: menin-MLL binding inhibition, Texas Red mutant peptide | O00255 | Menin + Texas Red MLL mutant peptide, fluorescence polarization | Potency, µM (top dose mostly 61.6 µM), for inactives: at the top dose FP activity change, negative = inhibition, most hits filed as inhibitors | 0.23% of 270,000 active | AID 1768; active means well fitted inhibition curve with a large enough effect in the polarisation, with a control signal flat, not every such curve was filed as active; inconclusive means small, poorly fitted or top-dose-only effect, or effect the other way, or a change in a side signal; inactive means no such curve, though single readings can be large or run the other way; the % refers to the polarisation; further: potency means the concentration at half of the fitted maximal effect; % of control where 0% means no effect; many of its hits are not listed in these tables
KCNH2 3.1 block: KCNH2 3.1 (human) potassium channel inhibition; activity change, % (tested at about 1.8 µM); 0.95% of 340,000 active; U2OS KCNH2 3.1, thallium flux FluxOr; stronger effect = lower value; AID 720553;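 active means maximum activity change below -70%; inconclusive means maximum activity change from -70% to -50%; inactive means maximum activity change above -50%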;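 further: thallium influx rate constant from kinetic fluorescence after stimulation buffer; on the % scale 0 is the no-effect control and ±100 the full control effect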
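Steps: virus added to U2OS suspension (4 h, RT, dark); medium with 10% FBS added, cells plated, 37 C overnight; FluxOr/Red40 loading buffer 45 min RT; stimulation buffer, 2 min kinetic read; rate constant normalized.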
Rab9 promoter act: activates the Rab9 promoter | Huh7 Rab9 promoter-luciferase reporter, luminescence, 24 h | AID 485297 | Potency, µM (doses to about 9.22 µM), for the others: top-dose activation, negative = inhibition, most hits filed as activators | 2.8% of 320,000 active; further: potency means the concentration at half of the fitted maximal effect; % of control where 0% means no effect; nearly all actives have a fitted effect of over 60% in size
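Stable Rab9-luc Huh7, 1500 cells/well, 2 h settle; cmpd in DMSO, 24 h, 37 °C/5% CO2; luciferase reagent 10 min RT; luminescence.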
PKM2 act: activators of human pyruvate kinase M2; Potency, µM (titrated, usually from 57.5 µM), inactives show top-dose activation, usual class: activators; P14618; purified PKM2, Kinase-Glo ATP luminescence, activation; response scale: 0% is enzyme alone, no compound; 0.34% of 260,000 active; further: potency means the concentration at half of the fitted maximal effect; on the % scale 0 is the no-effect control and ±100 the full control effect; nearly all actives have a fitted effect of over 55% in size
Target sequence (P14618 whole entry, looked up): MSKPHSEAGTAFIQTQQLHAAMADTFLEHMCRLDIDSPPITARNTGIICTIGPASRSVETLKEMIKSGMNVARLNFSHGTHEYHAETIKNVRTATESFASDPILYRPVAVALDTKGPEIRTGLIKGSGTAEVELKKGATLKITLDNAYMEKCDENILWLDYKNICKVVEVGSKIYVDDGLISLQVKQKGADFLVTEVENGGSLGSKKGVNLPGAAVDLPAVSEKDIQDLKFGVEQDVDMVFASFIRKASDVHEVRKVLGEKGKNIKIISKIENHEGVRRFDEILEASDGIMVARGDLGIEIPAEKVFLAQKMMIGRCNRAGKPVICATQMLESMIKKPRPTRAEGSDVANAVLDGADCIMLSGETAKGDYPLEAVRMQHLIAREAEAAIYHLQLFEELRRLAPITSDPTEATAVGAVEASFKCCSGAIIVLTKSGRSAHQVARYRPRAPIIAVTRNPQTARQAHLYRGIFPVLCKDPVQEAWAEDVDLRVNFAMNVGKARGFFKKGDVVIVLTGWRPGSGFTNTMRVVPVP
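Kinase-Glo luminescence reports ATP generated from ADP (0.1 mM) and PEP (0.5 mM) by purified hPK-M2 after 1 h at room temperature, pH 7.2 imidazole buffer; intermediate enzyme activity allows detecting inhibitors and activators.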
NPC1 prom act: NPC1 promoter activation; Huh7 NPC1 promoter luciferase reporter, 24 h; 2.4% of 320,000 active; Potency, µM (series often up to 9.22 µM), without a hit: at the highest dose activation, most hits filed as activators;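 further: potency means the concentration at half of the fitted maximal effect; % of control where 0% means no effect; nearly all actives have a fitted effect of over 60% in size; reporter is driven by a mutant NPC1 promoter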
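NPC1 promoter–luciferase Huh7 cells; 24 h compound; luminescence.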
Mito fusion act: blocks mitochondrial division or promotes mitochondrial fusion | S. cerevisiae fusion-defective mutant growth rescue, CellTiterGlo 48 h | Potency, µM (top dose mostly 46.1 µM), without a hit: at the top dose growth rescue (activation), actives largely listed as activators | 0.23% of 320,000 active | AID 485298;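 further: potency means the concentration at half of the fitted maximal effect; % of control where 0% means no effect; nearly all actives have a fitted effect of over 45% in size; temperature-sensitive fusion mutants such as fzo1-1 at 37 °C on non-fermentable ethanol glycerol medium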
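S. cerevisiae fusion-defective temperature-sensitive mutants (e.g. fzo1-1, mgm1-5) grown 48 h at 37C in YPEG (ethanol/glycerol non-fermentable) medium with 23 nl compound per well; growth rescue read as CellTiterGlo luminescence.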
ELG1 DNA repair: blocks ELG1-dependent DNA repair in HEK293T cells | HEK293T ELG1-luciferase reporter, luminescence, 16 h; DNA damage induced by 5-fluorouridine | Potency, µM (highest dose often 46.1 µM), without a hit: at the top dose activity change, negative = inhibition, usual class: inhibitors | 2.3% of 330,000 active | AID 504467; further: potency means the concentration at half of the fitted maximal effect; on the % scale 0 is the no-effect control and ±100 the full control effect; nearly all actives have a fitted effect of over 55% in size
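Cells (2,000 per well) received 5-fluorouridine plus test compound or DMSO and were incubated 16 hr at 37 °C, 5% CO2. Luciferase activity was read by luminescence 30 min after ONE-Glo addition; signal suppression marked inhibition of damage-induced ELG1 function.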
RORg inh: ROR gamma (mouse) transcription inhibition; 5.4% of 310,000 active; Drosophila S2 Gal4-RORgamma UAS-luciferase reporter, 20 h; P51450; Potency, µM (doses to about 53.6 µM), without a hit: at the highest dose activity change, negative = inhibition, actives largely listed as inhibitors; further: potency means the concentration at half of the fitted maximal effect; on the % scale 0 is the no-effect control and ±100 the full control effect; nearly all actives have a fitted effect of over 60% in size
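Drosophila S2 cells stably expressing Gal4-DBD/mouse RORγ fusion under metallothionein promoter plus UAS-luciferase; compound 1 h, then 700 uM CuSO4 induction for 20 h at ambient temperature; inhibition read as reduced luminescence.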
* marks the source's active call; other numbers are inactive results; ? = inconclusive; . = not tested or not shown; [ ] = dose if it differs, or a comment. Unless noted, the call rests on the fitted dose curve; in most records, active means well fitted curve in the direction sought with a large enough effect; inconclusive means small, poorly fitted or top-dose-only effect, or another doubt; inactive means no such curve, though single readings can be large; an effect the other way counts as inactive or inconclusive. A portion of the library, so the mix of outcomes need not match the whole.

entry | Molecule | VP16 counter | FLuc modulator | MBNL1-CUG inh | Menin-MLL TR inh | KCNH2 3.1 block | Rab9 promoter act
1 | COc1ccc(-n2c(SCC(=O)Nc3ccc(C(=O)O)cc3)nnc2-c2cccs2)cc1 | 1.3%[0.365 µM] | 0.1% | -2.7% | -13.7% | -4.8 | 0.2%
2 | Cc1c(Cl)cccc1-c1ccc(CNCc2ccccn2)o1 | ? | ? | -2.2% | 0.5% | -1.6 | 13.9%
3 | CCC(C)(C(=O)NC1CCCC1)N(C(=O)c1ccccn1)c1ccc(C)cc1 (stereo not given) | -2.9% | 0.4% | 0.4% | -1.7% | -4.1 | 1.9%
4 | CC1(C)SC2c3ccccc3C(=O)N2[C@@H]1C(=O)NC1CC1 (stereo not given in full) | -12.5% | 0.4% | 1.5% | . | -28.6 | -9.8%
5 | O=C(COc1ccccc1)NNC(=S)NC(=O)c1ccc(Cl)cc1Cl | ? | ? | 1.7% | ? | -10.1 | -3.2%
6 | COc1ccc(C(C)=O)c2c1OCCO2 | -12.7% | 3.2% | 13.8% | 13.4% | -1.7 | -0.9%
7 | CC1(C)CC(=O)C=C(NCCc2ccc(S(N)(=O)=O)cc2)C1 | 12.9% | -1.5% | ? | -6.4% | -19.4 | -3.7%
8 | O=c1[nH][nH]c(C(F)(F)F)c1C=NCc1cccs1 | -4.3% | 1.0% | 3.5% | -0.9% | -6.8 | 2.0%
9 | Cc1cc(C)cc(NC(=O)N2CCC(NC(=O)c3ccco3)CC2)c1 | 5.6% | 0.4% | 1.7% | 2.7% | -2.2 | -1.0%
10 | Cc1ccc([C@@H]2CC=C(C(=O)O)CN2S(=O)(=O)c2ccc(C)cc2)cc1 | . | 2.3% | . | . | 3.9 | -1.9%
11 | CCc1ccc(NC(=O)C(=O)NCC2CCCO2)cc1 (stereo not given) | -22.8% | ? | -0.1% | -3.4% | -2.1 | 1.41µM*
12 | CC1=NNC(=O)C1CC(=O)N/N=C(/C)c1cccc([N+](=O)[O-])c1 (stereo not given) | -4.5% | -1.8% | ? | 10.9% | -1.1 | -0.7%
13 | O=C(CN1C(=O)COc2ccc(S(=O)(=O)N3CCCCC3)cc21)NCc1ccc(Cl)cc1 | 0.3% | -5.6% | -4.3% | 14.3% | 5.6 | -2.6%
14 | CCCOc1ccc(/C(O)=C2/C(=O)C(=O)N(CCN(CC)CC)C2c2ccncc2)cc1 (stereo not given) | 1.4% | 2.4% | 2.3% | 9.7% | . | 11.7%
15 | FC(F)(F)c1ccc(N2CCOCC2)c(Nc2nc3ccccc3n3cnnc23)c1 | -25.2% | 0.1% | -5.9% | 33.3%[activator] | -24.5 | 0.4%
16 | CCC(C)c1ccccc1NC(=O)C(C)N(C)Cc1cccc(OC)c1 (stereo not given) | -15.1% | 0.6% | -1.4% | ? | -0.5 | -1.6%
17 | COc1ccc(C(c2nnnn2CCc2ccccc2)N2CCN(C3CCCC3)CC2)cc1 (stereo not given) | -4.9% | -16.2% | -2.3% | -3.3% | ? | 0.9%
18 | CCCCCCCN1CCN=C1N(C)C | . | -0.7% | . | . | . | -5.6%

entry | PKM2 act | NPC1 prom act | Mito fusion act | ELG1 DNA repair | RORg inh
1 | -5.6% | -3.7% | -1.3% | 28.1% | -4.8%
2 | 0.1% | -1.2% | -19.4% | 0.5% | 9.4%[1.91 µM]
3 | -1.8% | -0.3% | 0.4% | -1.5% | -1.3%
4 | . | -0.7% | 18.0% | 0.3% | 2.0%
5 | -13.5% | -1.4% | -24.1% | 17.4% | ?
6 | 16.9% | -4.4% | -16.9% | 17.4% | 3.7%
7 | -6.9% | -0.4% | 2.2% | -0.6% | 3.7%
8 | -1.2% | 0.3% | -4.9% | -6.5% | -1.5%
9 | -5.3% | 1.0% | 2.2% | 14.9% | -14.1%
10 | . | -6.6% | -1.3% | 7.6% | .
11 | 1.5% | 3.55µM* | 4.1% | ? | -31.7%
12 | -1.7% | -0.6% | ? | 0.0% | -7.1%
13 | . | ? | 4.7% | 9.8% | 34.3%
14 | 3.1% | 0.4% | -4.6% | 5.5% | -22.7%
15 | -1.4% | -4.2% | -10.4% | ? | ?
16 | -7.2% | -1.6% | 20.4% | ? | 10.5%
17 | -1.7% | ? | -1.7% | ? | ?
18 | . | -3.2% | -5.7% | 10.5% | .

NPC1 prom act, entries above that show a hit
cpd | Compound | Menin-MLL TR inh | Rab9 promoter act | PKM2 act | NPC1 prom act | Mito fusion act | RORg inh
11 | CCc1ccc(NC(=O)C(=O)NCC2CCCO2)cc1 (stereo not given) | -3.4% | 1.41µM* | 1.5% | 3.55µM* | 4.1% | -31.7%

Part of the list above, reduced to Rab9 promoter act and VP16 counter:
cpd	canonical_smiles	Rab9 promoter act	VP16 counter
4	CC1(C)SC2c3ccccc3C(=O)N2[C@@H]1C(=O)NC1CC1 (stereo not given in full)	-9.8%	-12.5%
5	O=C(COc1ccccc1)NNC(=S)NC(=O)c1ccc(Cl)cc1Cl	-3.2%	?
6	COc1ccc(C(C)=O)c2c1OCCO2	-0.9%	-12.7%
7	CC1(C)CC(=O)C=C(NCCc2ccc(S(N)(=O)=O)cc2)C1	-3.7%	12.9%
8	O=c1[nH][nH]c(C(F)(F)F)c1C=NCc1cccs1	2.0%	-4.3%
9	Cc1cc(C)cc(NC(=O)N2CCC(NC(=O)c3ccco3)CC2)c1	-1.0%	5.6%
10	Cc1ccc([C@@H]2CC=C(C(=O)O)CN2S(=O)(=O)c2ccc(C)cc2)cc1	-1.9%	.

Shown with two lines to a compound: 2 of the compounds above.
The line under a structure holds: VP16 counter	FLuc modulator	MBNL1-CUG inh	Menin-MLL TR inh	KCNH2 3.1 block	Rab9 promoter act	PKM2 act	NPC1 prom act	Mito fusion act	ELG1 DNA repair	RORg inh
1) COc1ccc(-n2c(SCC(=O)Nc3ccc(C(=O)O)cc3)nnc2-c2cccs2)cc1
    1.3%[0.365 µM]	0.1%	-2.7%	-13.7%	-4.8	0.2%	-5.6%	-3.7%	-1.3%	28.1%	-4.8%
2) Cc1c(Cl)cccc1-c1ccc(CNCc2ccccn2)o1
    ?	?	-2.2%	0.5%	-1.6	13.9%	0.1%	-1.2%	-19.4%	0.5%	9.4%[1.91 µM]
